# NadD inh: NadD (S. aureus) enzyme inhibition; purified NadD enzyme, colorimetric absorbance read-out; inhibition, % at 20 µM; hit rate 0.78% among 360,000; AID 602399; in the data active = inhibition above about 26%; note: some compounds past the cut are filed as inactive
# Rin1 Abl inh: human Rin1-Abl interaction inhibition; inhibition, % at 7.35 µM; TR-FRET Rin1/Abl binding, biochemical; hit rate 0.4% among 360,000; P00519+Q13671; AID 588664; in the data active = inhibition above about 5%, passing the limit was not always enough
# FAS-TE inh: FAS thioesterase (human) inhibition | P49327 | recombinant FAS-TE, OMFH fluorogenic substrate, fluorescence endpoint | inhibition, % at 15 µM | hit rate 0.67% among 360,000 | AID 602261;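 active = compounds whose normalised, plate-corrected inhibition of enzyme fluorescence in the single-dose primary screen is 50% or more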;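 note: 0% = DMSO with enzyme and 100% = substrate without enzyme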
# SKN-1 block: inhibitors of C. elegans SKN-1; C. elegans VP596 Pgst-4::GFP/RFP ratio, acrylamide-induced, 24 h; inhibition, % at 21.8 µM; hit rate 0.49% among 360,000;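 active = interference check ratio from 0.5 to 1.5 plus GFP to RFP signal ratio inhibition reaching or exceeding a fixed threshold, cut at about 30% in these data, passing the limit was not always enough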; note: some compounds called inactive have numbers as strong as hits
# Rpn11 inh: blocks the human proteasome subunit Rpn11 | calls only at 20 µM | O00487 | hit rate 0.59% among 360,000 | human 26S proteasome, Ub4-pepOG fluorescence polarization; 20S core pre-blocked with epoxomicin | AID 588493;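 active = inhibition at 20 µM, scaled to each plate's controls, above about 33%, limit read from the data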
# Neddyl block: cullin neddylation inhibition; P61081+Q13564; TR-FRET cullin neddylation, biochemical; calls only at 25 µM; hit rate 0.58% among 360,000; in the data active = inhibition above about 36%
# Target sequence (P61081 whole entry, looked up): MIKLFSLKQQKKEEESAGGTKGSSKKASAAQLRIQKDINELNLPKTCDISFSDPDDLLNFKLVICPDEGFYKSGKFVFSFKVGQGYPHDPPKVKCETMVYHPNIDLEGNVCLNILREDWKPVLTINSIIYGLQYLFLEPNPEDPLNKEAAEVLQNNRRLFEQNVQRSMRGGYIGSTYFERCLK
# Target sequence (Q13564 whole entry, looked up): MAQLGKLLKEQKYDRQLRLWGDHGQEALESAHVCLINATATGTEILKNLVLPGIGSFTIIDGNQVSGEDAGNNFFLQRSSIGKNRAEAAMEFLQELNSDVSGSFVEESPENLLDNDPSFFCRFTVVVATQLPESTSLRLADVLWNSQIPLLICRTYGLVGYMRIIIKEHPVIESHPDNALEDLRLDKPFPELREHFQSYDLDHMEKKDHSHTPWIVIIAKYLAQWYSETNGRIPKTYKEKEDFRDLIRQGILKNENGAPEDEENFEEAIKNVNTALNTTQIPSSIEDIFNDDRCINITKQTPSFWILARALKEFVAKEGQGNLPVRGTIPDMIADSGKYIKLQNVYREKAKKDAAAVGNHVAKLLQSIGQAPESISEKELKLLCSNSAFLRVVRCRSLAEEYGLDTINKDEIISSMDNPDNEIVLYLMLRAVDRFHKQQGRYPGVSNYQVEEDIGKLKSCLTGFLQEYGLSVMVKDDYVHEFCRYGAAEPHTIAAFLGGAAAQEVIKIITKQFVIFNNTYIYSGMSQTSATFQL
# MT1-MMP act inh: inhibitors of human MT1-MMP activation. hit rate 0.061% among 360,000. AID 651647. HT1080 RFP-PRO-GFP cells, GFP/RFP ratio fluorescence, overnight; percent of plate control window, DMSO zero. P50281. GFP/RFP ratio change, % at 20 µM;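 active = GFP/RFP ratio change of at least 30% with cell ATP level not reduced by more than half and red fluorescence within 50% of control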; note: strong numbers were not always called active
#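 Assay system: HT1080 RFP-PRO-GFP cells | Dosing: 20 µM single dose, 1% DMSO | Incubation: Cells overnight before dosing, compound overnight, 37 °C, 5% CO2 | Evaluation: GFP/RFP fluorescence ratio | Control set: DMSO-only wells and HT1080 RFP-L50D-GFP cell wells as references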
# PABP1 MLLE inh: inhibitors of microRNA-mediated deadenylation, human PABP1 MLLE binding | P11940 | GST-MLLE / FITC-PAM2 fluorescence polarization | inhibition, % at 20 µM | hit rate 0.36% among 360,000; in the data active = inhibition above about 35%, passing the limit was not always enough;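 note: plate controls were DMSO wells with GST-MLLE for no effect and wells lacking GST-MLLE protein for full effect; some results filed as inactive read as strong as hits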
# CSN deneddyl inh: inhibitors of human CSN-mediated cullin deneddylation; Purified CSN, SCF-Nedd8-OG deneddylation, fluorescence polarization; Q92905; hit rate 0.38% among 360,000; inhibition, % at 12.5 µM;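 active = pattern-corrected inhibition above about 35%, with an unprinted fluorescence ratio check between 0.5 and 1.5, limit read from the data, passing the limit was not always enough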;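 note: 0% = enzyme with substrate and 100% = substrate without enzyme; some results filed as inactive read as strong as hits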
# Target sequence (Q92905 whole entry, looked up, one chain of several): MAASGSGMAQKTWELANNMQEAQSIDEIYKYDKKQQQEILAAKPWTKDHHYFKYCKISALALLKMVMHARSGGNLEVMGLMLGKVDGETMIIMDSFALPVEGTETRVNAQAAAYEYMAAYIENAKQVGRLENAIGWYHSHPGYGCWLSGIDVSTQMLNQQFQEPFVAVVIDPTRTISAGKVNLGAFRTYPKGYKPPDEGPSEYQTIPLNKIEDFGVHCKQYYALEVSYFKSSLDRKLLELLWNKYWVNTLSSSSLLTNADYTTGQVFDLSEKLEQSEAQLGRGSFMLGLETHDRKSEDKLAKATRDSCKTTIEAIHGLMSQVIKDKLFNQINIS
#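 Material: human Csn5 produced in HEK293T cells; Input: enzyme 0.24 nM; Reagent: SCFSkp2-Nedd8OG substrate at 10 nM final; Dosing: 12.5 µM compound; Incubation: 90 min reaction at room temperature; Detection: fluorescence polarization of the substrate; Evaluation: % inhibition of substrate cleavage by Csn5; Control set: substrate-only high control, full reaction low control.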
# Active calls of the source: *; i = inactive; nt = not tested or not shown; + = active, no number. Outcome played no part in choosing rows (roughly 3.9% active in at least one column).
# The opening six records, ahead of the listing:
SMILES,NadD inh,Rin1 Abl inh,FAS-TE inh,SKN-1 block,Rpn11 inh,Neddyl block,MT1-MMP act inh,PABP1 MLLE inh,CSN deneddyl inh
CCS(=O)(=O)N1CCN(C(=O)c2cccnc2)CC1,-4,0,-12,6,i,i,3,6,1
CC(=O)C1C(c2ccccc2OC(F)F)NC(=O)NC1(O)C(F)(F)F (stereo not drawn),3,-1,-2,-6,i,i,-5,13,1
CCN(CC(=O)Nc1ccc(NC(C)=O)cc1)C(=O)CN1C(=O)C2CCCCC2C1=O (stereo not drawn),1,5,-11,3,i,i,2,2,-1
CCC1CC(=O)CCN1S(=O)(=O)c1ccc(C)cc1 (stereo not drawn),2,-5,-2,-17,i,i,0,6,4
O=C(NCCc1ccccc1)c1ccc(CS(=O)(=O)c2ccc(Cl)cc2)o1,-7,-5,5,5,i,i,2,6,-2
COC(=O)c1ccccc1NC(=O)Cc1ccccc1OC,2,4,4,18,i,i,0,24,1

# The whole of this part, from the start:
SMILES,NadD inh,Rin1 Abl inh,FAS-TE inh,SKN-1 block,Rpn11 inh,Neddyl block,MT1-MMP act inh,PABP1 MLLE inh,CSN deneddyl inh
CCS(=O)(=O)N1CCN(C(=O)c2cccnc2)CC1,-4,0,-12,6,i,i,3,6,1
CC(=O)C1C(c2ccccc2OC(F)F)NC(=O)NC1(O)C(F)(F)F (stereo not drawn),3,-1,-2,-6,i,i,-5,13,1
CCN(CC(=O)Nc1ccc(NC(C)=O)cc1)C(=O)CN1C(=O)C2CCCCC2C1=O (stereo not drawn),1,5,-11,3,i,i,2,2,-1
CCC1CC(=O)CCN1S(=O)(=O)c1ccc(C)cc1 (stereo not drawn),2,-5,-2,-17,i,i,0,6,4
O=C(NCCc1ccccc1)c1ccc(CS(=O)(=O)c2ccc(Cl)cc2)o1,-7,-5,5,5,i,i,2,6,-2
COC(=O)c1ccccc1NC(=O)Cc1ccccc1OC,2,4,4,18,i,i,0,24,1
CC(=O)Nc1sc2c(c1C(c1ccccn1)N1CCN(C)CC1)CCCC2 (stereo not drawn),-3,2,-4,14,i,i,-1,4,2
COc1nccnc1NS(=O)(=O)c1ccc(NC(=S)NC(=O)c2ccccc2)cc1,-1,0,-10,9,i,i,4,25,-5
Cc1cc(C)cc(C(=O)NCC(=O)OC(C)C(=O)N(C)c2ccccc2)c1 (stereo not drawn),-6,-1,-7,-11,i,i,1,-2,0
CC1(C)OC(=O)C(=CNNc2c(Cl)cc(Cl)cc2Cl)C(=O)O1,2,-3,-1,6,i,i,2,-8,0
COc1ccc(CC(=O)N(C)Cc2ccc(OC(F)F)cc2)cc1S(=O)(=O)N1CCOCC1,6,2,-3,0,i,i,-1,-3,-2
Cc1ccc(-c2cc(-c3ccc(F)cc3)c(C#N)c(N)n2)o1,65*,3,10,-3,i,+,-17,18,3
CCC(CC)CN1C(N(C)C)=NC[C@@H]1CC(C)C,0,0,-5,11,i,i,2,10,-2
Cc1nn(CC(=O)Nc2nccs2)c(C)c1[N+](=O)[O-],-2,-1,-4,-8,i,i,4,5,1
C(=N\n1cnnc1)/c1ccc(OC2CSC2)cc1,-4,3,-5,-1,i,i,7,10,1
CCOC(=O)Cc1ccc(NC(=O)c2ccc([N+](=O)[O-])cc2)cc1,-4,2,-1,3,i,i,7,4,1
CCC(=O)c1c[nH]c(C(=O)N2CCOCC2)c1,3,0,-5,9,i,i,0,-16,-4
c1ccc2c(CNCCN3CCOCC3)cccc2c1,-1,-1,-7,-13,i,i,1,1,-4
COC(=O)N/N=C/c1c[nH]c2ccccc12,-1,-4,-15,-5,i,i,1,5,-4
Cc1ccc(N2C(=O)C3C4C=CC(CC4)C3C2=O)cc1Cl (stereo not drawn),0,-3,-3,12,i,i,0,3,-1
CC1=C(C(=O)Nc2ccccc2C(=O)N2CCN(c3ccccc3)CC2)SCCO1,-1,0,2,-8,i,i,0,13,-2
COCCCNC(=O)CC1C[C@H](C(=O)N(C(C)C)C(C)C)[C@@]2(C)c3[nH]c4ccc(OC)cc4c3CCN2C1=O (stereo partly drawn),3,0,-6,9,i,i,5,-2,3
Cc1nnc(SCc2cc(=O)[nH]c(Nc3nc(C)c4cc(C)c(C)cc4n3)n2)s1,-5,2,-4,6,i,i,2,-29,28
COc1cccc(C(=O)N/N=c2\sc3ccccc3n2C)c1,-3,-1,-5,0,i,i,1,-1,0
CN(C)/N=C/c1ccc(/C=N/NC(N)=S)o1,5,-8,-8,4,i,i,5,-23,0
Cc1ccc2c(c1)N(CC(=O)NCC1CCCO1)C(=O)CO2 (stereo not drawn),3,1,-4,9,i,i,1,-14,-3
Cc1ccc(C(NC(=O)CN2C(=O)NC3(CCCC3)C2=O)c2ccccc2)cc1 (stereo not drawn),2,-3,0,-7,i,i,-1,1,-3
CCc1cc2cc(C)cc(C)c2nc1SCC(=O)NNC(=O)c1ccco1,4,-54,4,9,i,i,-1,2,0
C/C(=N\OCc1ccc(C#N)cc1)c1ccc(S(=O)(=O)N(C)C)cc1,-7,-2,31,3,i,i,-1,1,4
CCN(Cc1ccncc1)C(=S)Nc1ccc(Cl)cc1,0,-3,-2,0,i,i,-6,-32,-8
Nc1cc(N)nc(SCC(=O)NCC2CCCO2)n1 (stereo not drawn),-3,-2,-8,4,i,i,6,2,-4
Cc1nc2nc(C)c(CCC(=O)NC(C)c3ccc4c(c3)OCCO4)c(C)n2n1 (stereo not drawn),6,-1,-5,5,i,i,0,-3,-6
Nc1cc(C(=O)O)ccc1N1CCCCC1,6,-2,-6,2,i,i,0,12,9
CC(C)N1CCN(Cc2cccn2-c2cccnc2)CC1CCO (stereo not drawn),3,0,-5,-7,i,i,2,15,1
N=c1c(-c2nc3ccccc3[nH]2)cc(C(=O)c2ccco2)nn1-c1ccccc1,11,-5,3,15,i,i,1,1,-1
Nc1ccc(N2CCN(c3cccc(Cl)c3)CC2)cc1,14,4,-12,12,i,i,15,-4,0
CC1=CCC2C(=O)N(c3nc4ccccc4n3C)C(=O)C2C1 (stereo not drawn),3,0,-5,-15,i,i,1,-2,-5
CSc1ncccc1C(=O)OCC(=O)NC1CCS(=O)(=O)C1 (stereo not drawn),-1,6,-7,-23,i,i,4,-15,6
CCCC(OC(=O)CC1Sc2ccccc2NC1=O)C(=O)NCc1ccco1 (stereo not drawn),-6,1,0,11,i,i,-3,3,-3
c1ccc(-n2ncc3c(NCc4ccc5c(c4)OCO5)ncnc32)cc1,-5,2,16,2,i,i,-1,-10,5

# Whole records from above:
# Cc1nc2nc(C)c(CCC(=O)NC(C)c3ccc4c(c3)OCCO4)c(C)n2n1 (stereo not drawn) is listed with NadD inh: 6; Rin1 Abl inh: -1; FAS-TE inh: -5; SKN-1 block: 5; Rpn11 inh: i; Neddyl block: i; MT1-MMP act inh: 0; PABP1 MLLE inh: -3; CSN deneddyl inh: -6
# CN(C)/N=C/c1ccc(/C=N/NC(N)=S)o1 is listed with NadD inh: 5; Rin1 Abl inh: -8; FAS-TE inh: -8; SKN-1 block: 4; Rpn11 inh: i; Neddyl block: i; MT1-MMP act inh: 5; PABP1 MLLE inh: -23; CSN deneddyl inh: 0

# The results go on:
SMILES,NadD inh,Rin1 Abl inh,FAS-TE inh,SKN-1 block,Rpn11 inh,Neddyl block,MT1-MMP act inh,PABP1 MLLE inh,CSN deneddyl inh
CCOc1ccc(NC(=S)N2CCc3cc(OC)c(OC)cc3C2COc2ccc3c(C)cc(=O)oc3c2)cc1 (stereo not drawn),-2,-4,78*,6,i,i,0,-70,-8
CCOc1ccc(NC(=O)CCN2CCN(c3ccccc3OC)CC2)cc1,-5,-3,-2,-6,i,i,8,-15,-4
COc1cc(CNC2CCCc3ccccc32)cc(OC)c1OC (stereo not drawn),-4,3,-10,-7,i,i,3,-11,-1
CC(NS(=O)(=O)/C=C/c1ccccc1)C(=O)NCCc1ccc(S(N)(=O)=O)cc1 (stereo not drawn),0,-2,-6,-2,i,i,-3,7,-4
COP(=O)(OC)c1nc(-c2cccc3ccccc23)oc1N1CCOCC1,-5,0,-6,11,i,nt,0,4,-4
CC(=O)Nc1ccc(-c2cn3cccnc3n2)cc1,9,3,-6,9,i,nt,2,-4,-1
CC(C)C[C@H]1CNC(=O)C(=O)N1C[C@H]1CCCN1C[C@H](CC(C)C)N1C[C@H](Cc2ccccc2)N(CCc2ccccc2)C(=O)C1=O,4,2,-4,6,i,i,-3,10,1
CC1CCCCC1NC(=O)COC(=O)COc1ccccc1F (stereo not drawn),1,-1,-4,15,i,i,3,-2,0
C/C(=N\NC(=O)C1CC1c1ccccc1)c1cccc([N+](=O)[O-])c1 (stereo not drawn),1,-3,37,10,i,i,6,6,-3
O=C(COc1ccc(Cl)cc1)N1CCCC1,-4,2,-12,7,i,i,-1,-3,-3
Cc1cc(N2C(=O)CC(N3CCN(C(c4ccccc4)c4ccccc4)CC3)C2=O)no1 (stereo not drawn),11,0,11,8,i,i,-23,6,-2
O=S1(=O)[C@H]2C[C@H](CO)O[C@@]2(CO)CN1Cc1ccc(-c2cccc(Cl)c2)cc1,-1,-1,4,12,i,i,-1,14,3
Cc1nn(CC2CC2)c(=O)n1-c1ccccc1F,-6,4,-3,3,i,i,4,9,-10
COc1ccc(NCC(O)Cn2c(C)c(C)c3ccccc32)cc1 (stereo not drawn),-6,3,17,0,i,i,2,-3,-6
CCc1c(C(=O)NN2C(=O)C3CCCCC3C2=O)csc1C (stereo not drawn),2,-1,-7,13,i,i,3,2,-3
CCOC(=O)c1sc(NC(=O)C(CC)Sc2nccn2C)nc1C (stereo not drawn),3,7,-8,4,i,i,-6,2,3
Cc1ccnc(NC(=O)CCC(=O)c2cccs2)c1,6,0,-5,12,i,i,1,-18,9
COc1ccc(CN2CC(C(=O)NCCC(C)C)CC2=O)cc1 (stereo not drawn),-6,0,-5,8,i,i,-3,8,-1
Cc1cccc(C(=O)OCC(=O)N2CCCC2=O)c1[N+](=O)[O-],-1,0,2,20,i,i,3,-5,1
CCc1ccccc1N(CC(=O)N1CCN(c2ccc(F)cc2)CC1)S(C)(=O)=O,8,1,4,2,i,i,-3,13,2
Cc1ccc(CNC(=O)C2CCC(=O)N(Cc3ccc(Cl)cc3)C2)cc1F (stereo not drawn),-5,-1,6,-13,i,i,4,3,4
COc1ccccc1NS(=O)(=O)c1cc(NC(=O)c2cccs2)ccc1N1CCCC1,15,2,27,11,i,i,5,24,-6
O=C(c1ccc(Cl)cc1)N1CCc2c([nH]c3ccccc23)C1C(F)(F)F (stereo not drawn),1,0,30,24,i,i,5,-13,7
O=C(Cc1ccsc1)NNC(=O)c1ccccc1O,3,4,-6,-9,i,i,8,6,3
O=C(/C=C/c1ccc(Cl)cc1Cl)N1CCc2ccccc21,-5,-2,0,9,i,i,-5,3,-3
COc1cccc(N2C(=O)CN(Cc3cc(OC)c(OC)c(OC)c3)C2=S)c1,-7,-4,1,0,i,i,7,11,-3
O=C(Cc1cccc2ccccc12)N1CCCc2ccccc21,-4,-4,13,1,i,i,-12,18,-3
N#Cc1ccc(-c2nc3ccc(Cl)cn3c2Cc2ccccc2)cc1,14,2,8,34,i,i,-7,-7,4
Cc1cc(NS(=O)(=O)c2ccc(NC(=S)NC(=O)c3cccc(S(=O)(=O)N(C)C)c3)cc2)no1,3,2,-2,16,i,i,1,30,-1
COC(=O)c1ccc2nc(-c3ccc(OC)c(OC)c3)c(Cc3ccc(C)cc3)n2c1,2,4,4,-22,i,nt,-1,-8,3
Cc1ccc(C)n1Cc1ccccc1Cl,2,2,4,3,i,i,0,-5,7
CC(C)(C)C(=O)/C=C(\N)c1ccncc1,3,0,-8,-4,i,i,0,7,0
